# Assay outcomes as filed in PubChem BioAssay.
# NRP1-CendR mod: modulators of CendR peptide binding to human neuropilin-1; 360,000 compounds, 0.85% hits; AID 602438; FAM-RPARPAR peptide binding to NRP-1, fluorescence polarization; inhibition, % at 25 µM;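 active means inhibition or corrected inhibition above about 18%, plus a signal ratio from 0.5 to 1.5, limit read from the data, passing the limit was not always enough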; further: strong numbers were not always called active
# FAS TE block: blocks the thioesterase domain of human fatty acid synthase | P49327 | recombinant FAS-TE, OMFH fluorogenic substrate, fluorescence endpoint | inhibition, % at 15 µM | 360,000 compounds, 0.67% hits | AID 602261;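 active means compounds whose normalised, plate-corrected inhibition of enzyme fluorescence in the single-dose primary screen is 50% or more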;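 further: 0% = DMSO with enzyme and 100% = substrate without enzyme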
# eLon inh: inhibits E. coli Lon protease; AID 602123; purified E. coli Lon protease, fluorescence polarization; 360,000 compounds, 0.42% hits; inhibition, % at 7.94 µM; in the data active means inhibition above about 13%, passing the limit was not always enough;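 further: 0% = enzyme with probe and DMSO and 100% = no enzyme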
# Neddylation inh: inhibitors of human cullin neddylation. calls only at 25 µM. TR-FRET cullin neddylation, biochemical. 360,000 compounds, 0.58% hits; in the data active means inhibition above about 36%
# MT1-MMP act inh: MT1-MMP (human) activation inhibition. P50281. HT1080 RFP-PRO-GFP cells, GFP/RFP ratio fluorescence, overnight; percent of plate control window, DMSO zero. GFP/RFP ratio change, % at 20 µM. 360,000 compounds, 0.061% hits. AID 651647;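 active means GFP/RFP ratio change of at least 30% with cell ATP level not reduced by more than half and red fluorescence within 50% of control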; further: strong numbers were not always called active
#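 Test system: HT1080 RFP-PRO-GFP cells; Benchmarks: DMSO and RFP-L50D-GFP cell wells; Timing: cells overnight before dosing, compound overnight, 37 °C, 5% CO2; Compound: one 20 µM compound dose with 1% DMSO; Read-out: GFP/RFP fluorescence ratio.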
# bovine MsrA act: activators of bovine methionine sulfoxide reductase A; purified bovine MsrA, absorbance read-out; activation, % at 10.6 µM; 360,000 compounds, 0.3% hits; AID 602163; in the data active means activation above about 7.5%;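 further: 0% = vehicle and 100% = reference activator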
# Rin1-Abl PPI inh: blocks binding of human Rin1 to Abl; TR-FRET Rin1/Abl binding, biochemical; AID 588664; P00519+Q13671; 360,000 compounds, 0.4% hits; inhibition, % at 7.35 µM; in the data active means inhibition above about 5%, passing the limit was not always enough
# Target sequence (P00519 whole entry, looked up): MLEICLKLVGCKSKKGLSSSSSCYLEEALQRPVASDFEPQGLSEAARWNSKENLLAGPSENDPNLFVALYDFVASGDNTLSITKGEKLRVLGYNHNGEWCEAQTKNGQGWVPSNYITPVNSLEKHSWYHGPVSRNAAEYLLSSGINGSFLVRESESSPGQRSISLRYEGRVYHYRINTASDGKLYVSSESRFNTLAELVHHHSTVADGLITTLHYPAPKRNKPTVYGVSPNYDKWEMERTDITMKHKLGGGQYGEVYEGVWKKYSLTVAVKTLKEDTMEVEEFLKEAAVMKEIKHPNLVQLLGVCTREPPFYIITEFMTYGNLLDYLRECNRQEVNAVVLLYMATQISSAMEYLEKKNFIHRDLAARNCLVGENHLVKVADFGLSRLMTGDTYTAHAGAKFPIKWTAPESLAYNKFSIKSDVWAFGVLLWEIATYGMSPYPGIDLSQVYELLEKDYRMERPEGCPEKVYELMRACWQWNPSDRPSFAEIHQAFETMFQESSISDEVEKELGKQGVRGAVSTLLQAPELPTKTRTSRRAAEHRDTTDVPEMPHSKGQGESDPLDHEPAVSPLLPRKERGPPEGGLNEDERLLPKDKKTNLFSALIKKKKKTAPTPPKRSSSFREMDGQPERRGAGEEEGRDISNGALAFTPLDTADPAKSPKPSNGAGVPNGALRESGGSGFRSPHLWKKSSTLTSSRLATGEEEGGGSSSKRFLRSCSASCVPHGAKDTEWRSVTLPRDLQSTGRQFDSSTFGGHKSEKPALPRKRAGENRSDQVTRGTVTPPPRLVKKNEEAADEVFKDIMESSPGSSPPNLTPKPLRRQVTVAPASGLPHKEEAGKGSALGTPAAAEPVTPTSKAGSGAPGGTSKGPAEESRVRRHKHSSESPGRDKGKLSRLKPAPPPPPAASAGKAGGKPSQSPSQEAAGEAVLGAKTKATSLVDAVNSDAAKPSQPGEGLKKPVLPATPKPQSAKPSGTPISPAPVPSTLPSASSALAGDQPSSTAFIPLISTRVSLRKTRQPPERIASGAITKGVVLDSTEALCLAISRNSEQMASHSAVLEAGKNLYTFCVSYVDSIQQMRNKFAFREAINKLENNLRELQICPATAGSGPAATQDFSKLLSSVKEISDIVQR
# Target sequence (Q13671 whole entry, looked up): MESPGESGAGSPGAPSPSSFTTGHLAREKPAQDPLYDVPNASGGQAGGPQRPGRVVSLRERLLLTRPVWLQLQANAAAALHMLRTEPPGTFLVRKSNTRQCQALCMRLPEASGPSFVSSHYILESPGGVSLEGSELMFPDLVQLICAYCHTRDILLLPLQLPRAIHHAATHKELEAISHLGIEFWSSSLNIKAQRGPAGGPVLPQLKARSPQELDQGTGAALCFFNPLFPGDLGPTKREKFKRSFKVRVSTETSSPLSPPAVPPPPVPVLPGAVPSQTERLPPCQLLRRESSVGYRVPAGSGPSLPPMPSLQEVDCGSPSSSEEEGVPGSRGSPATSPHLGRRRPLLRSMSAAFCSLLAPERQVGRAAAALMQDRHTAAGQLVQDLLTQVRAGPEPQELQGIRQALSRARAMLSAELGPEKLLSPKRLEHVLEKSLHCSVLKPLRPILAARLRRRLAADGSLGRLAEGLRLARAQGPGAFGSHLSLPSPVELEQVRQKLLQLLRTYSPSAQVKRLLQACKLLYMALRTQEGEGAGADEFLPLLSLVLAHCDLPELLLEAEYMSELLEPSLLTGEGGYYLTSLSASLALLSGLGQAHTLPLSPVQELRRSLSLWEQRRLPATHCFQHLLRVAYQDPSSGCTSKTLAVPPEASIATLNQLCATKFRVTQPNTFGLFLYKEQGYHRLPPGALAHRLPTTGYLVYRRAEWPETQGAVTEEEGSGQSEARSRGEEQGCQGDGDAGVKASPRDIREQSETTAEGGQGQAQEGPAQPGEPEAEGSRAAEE
# SKN-1 block: C. elegans SKN-1 inhibition; C. elegans VP596 Pgst-4::GFP/RFP ratio, acrylamide-induced, 24 h; inhibition, % at 21.8 µM; 360,000 compounds, 0.49% hits; AID 624304;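 active means interference check ratio from 0.5 to 1.5 plus GFP to RFP signal ratio inhibition reaching or exceeding a fixed threshold, cut at about 30% in these data, passing the limit was not always enough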; further: some compounds called inactive have numbers as strong as hits
# MsrA inh: inhibitors of bovine MsrA | purified bovine MsrA, absorbance read-out | inhibition, % at 15.5 µM | 360,000 compounds, 0.75% hits | AID 651718; in the data active means inhibition above about 4.5%;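 further: 0% = vehicle wells with enzyme and 100% = reference inhibitor wells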
# * marks the source's active call; other numbers are inactive results; i = inactive; / = not tested or not shown. Random draw from the library, and some 4.2% of all compounds hit somewhere here.
# Sequence of screens: NRP1-CendR mod, FAS TE block, eLon inh, Neddylation inh, MT1-MMP act inh, bovine MsrA act, Rin1-Abl PPI inh, SKN-1 block, MsrA inh
> CN(CC(=O)Nc1ccc(Cl)c(C(F)(F)F)c1)C(=O)CCN1C(=O)C2CC=CCC2C1=O (configuration not stated)
    -11.2, 2.4, 5.9, i, 3.6, 0.0, 1.6, 7.6, -0.1
> CCN(CC)c1cc2c(c3c1ccn3C)C1CCC2C1 (configuration not stated)
    13.6, 9.3, 2.1, i, -4.6, -4.0, 1.5, 8.3, 0.9
> CC(C)NC(=O)CCCc1c[nH]c2ccccc12
    8.8, -2.9, 5.2, i, 1.4, -3.9, -0.7, 0.8, -0.7
> COc1ccc(S(=O)(=O)NC(C)C(=O)O)cc1 (configuration not stated)
    -0.3, -5.9, 6.1, i, 10.5, -5.2, -1.5, -9.2, 0.9
> O=C(O)COc1ccc(/C=N/n2cnc3scc(-c4cccs4)c3c2=O)cc1
    -9.2, -4.9, -3.2, i, 1.4, 4.8, -5.0, 2.1, 1.6
> C/C(=N\NC(=O)c1nnn(-c2nonc2N)c1-c1ccccc1)c1ccco1
    9.3, -6.6, -7.5, i, -2.5, -2.6, 0.3, 3.1, 2.1
> CC(C)OCCCNC(=O)c1ccc2c(c1)S(=O)(=O)c1ccccc1C2=O
    18.7, 4.4, -5.8, i, -0.1, -2.0, -4.6, 2.5, -0.7
> Cn1c(N2CCC(C(N)=O)CC2)nc2c1c(=O)n(Cc1ccc(Br)cc1)c(=O)n2C
    -5.3, -0.3, 14.3, i, /, -2.3, 0.8, 15.2, -0.5
> CCOC(=O)Nc1sc(C)c(C)c1C(N)=O
    5.3, -6.7, -4.5, i, -4.4, -3.4, -4.1, -2.4, 1.1
> CC1Oc2ccccc2C=C1/C=N/NC(=O)c1ccccc1 (configuration not stated)
    10.5, 3.0, -3.8, /, -5.3, -2.5, -1.7, 12.1, 3.0
> O=C(NCc1ccccn1)c1cccc(NS(=O)(=O)c2cccc(F)c2)c1
    4.8, -4.9, -6.4, i, 5.2, -4.2, -0.5, 2.3, -0.5
> Cn1c(=O)c2c(SCc3ccccc3)nc(C3CC3)nc2n(C)c1=O
    3.2, 17.1, 4.7, i, 2.1, -5.1, 0.7, -6.0, -0.6
> S=C1N(c2ccccc2)C(c2cccc3ccccc23)N2CCCN12 (configuration not stated)
    -3.5, 16.8, -6.4, i, 3.7, -0.8, -0.6, 3.4, -0.3
> O=C(NC(=S)NC1CCCCC1)c1ccccc1
    -4.5, 10.1, -2.8, i, 3.3, -4.8, 0.3, 23.5, 0.7
> O=C1Cc2cccc(=O)c(O)c2C(=O)O1
    -11.1, -7.1, -3.3, i, 1.4, -2.9, 8.2*, 1.4, 1.4
> COc1cc2cc(CCCOC(=O)c3ccc(C(F)(F)F)cc3)oc(=O)c2cc1OC
    6.9, 11.0, 6.8, i, 8.7, -1.2, 0.2, 8.6, 1.3
> C#CCOCCOCCOCCNc1nc(N2CCN(C(=O)C([C@@H](C)O)n3cc([C@@H](N)CCCCN)nn3)CC2)nc(N2CCN(C(=O)[C@H](CC(N)=O)n3cc(C(N)[C@@H](C)CC)nn3)CC2)n1 (some centres not stated)
    -11.3, -6.6, 1.2, i, 1.5, -0.6, -1.6, 9.2, 0.1
> COc1ccc(Cl)cc1C(=O)OCC(=O)N(CC(C)C)c1c(N)n(Cc2ccccc2)c(=O)[nH]c1=O
    9.0, 14.8, -23.7, i, -17.2, -0.3, -0.1, -2.4, -0.9
> COc1ccccc1N1CCN(CCCn2c(=S)[nH]c3ccccc3c2=O)CC1
    1.2, -1.5, 0.1, i, 4.3, 0.3, 2.4, 20.9, 0.1
> CCc1ccc2c(c1)[C@H]1OCC[C@H]1[C@@H](c1cccs1)N2
    -0.2, 3.1, 9.8, i, -12.3, -8.6, 1.2, 19.2, 0.8
> C=CCNC(=O)/C(C#N)=C/c1c(N2CCN(c3ccccc3)CC2)nc2c(C)cccn2c1=O
    -15.8, 4.3, 2.8, /, -5.8, -3.0, 1.2, 6.1, 0.6
> CCOC(=O)c1nc2cc3n(c(CC(C)C)c-2c1C)CC(C)=C3C
    -55.4, -4.5, -28.7, /, -19.4, -0.1, 1.1, 27.1, -0.1
> NC(=O)c1ccc(N2CCNC(=O)C2)c([N+](=O)[O-])c1
    -5.8, -4.6, 4.5, i, -2.7, -2.8, 0.5, 17.7, -1.4
> COc1ccc(C/C(=N\O)c2ccc(OC)cc2)cc1
    -2.2, -2.0, -1.0, i, 1.0, 2.5, -2.4, 19.3, 0.1
> CCn1cc(C(=O)N2CCCC(N3CCN(c4ccccc4C)CC3)C2)cn1 (configuration not stated)
    -2.0, -4.8, -11.0, i, 5.6, 0.4, -1.0, 11.1, 0.1
> Nc1ncnc2c1ncn2C1OCC(O)C1O (configuration not stated)
    0.9, -1.5, -4.7, i, 2.9, -1.7, 2.5, -2.9, /
> CC(=O)NC1=NN(C(C)=O)C(c2cccs2)S1 (configuration not stated)
    18.9, -4.7, -5.5, i, 2.6, -1.1, 1.6, 2.0, -0.5
> O=C(COC(=O)Cc1ccccc1F)NNC(=O)c1ccc(Cl)cc1
    -9.2, -6.6, -2.6, i, -4.1, -0.6, 0.9, -2.0, -0.2
> Cc1nn(-c2ccccc2)c(C)c1/C=N/n1c(-c2ccc(C(C)(C)C)cc2)n[nH]c1=S
    -18.2, 19.3, -4.4, i, -1.5, -4.5, -1.1, -10.3, -0.7
> O=C(CSc1nnnn1C1CCCC1)NCc1ccccc1
    -2.6, -5.5, -3.8, i, 2.7, -8.8, 1.0, -13.1, 0.5

# Entries of single compounds, quoted from the list. Screens in order: NRP1-CendR mod	FAS TE block	eLon inh	Neddylation inh	MT1-MMP act inh	bovine MsrA act	Rin1-Abl PPI inh	SKN-1 block	MsrA inh
# Profile of `CCOC(=O)Nc1sc(C)c(C)c1C(N)=O` : 5.3	-6.7	-4.5	i	-4.4	-3.4	-4.1	-2.4	1.1
# Profile of `CC(C)NC(=O)CCCc1c[nH]c2ccccc12` : 8.8	-2.9	5.2	i	1.4	-3.9	-0.7	0.8	-0.7

# (further entries)
# Sequence of screens: NRP1-CendR mod, FAS TE block, eLon inh, Neddylation inh, MT1-MMP act inh, bovine MsrA act, Rin1-Abl PPI inh, SKN-1 block, MsrA inh
> CCOCCCNCc1ccc(OCc2ccc(F)cc2)c(OC)c1
    13.0, -2.8, -2.4, i, -4.0, -0.5, -3.9, -5.5, -0.2
> CCOC(=O)N1CCN(C(=O)CN(c2ccc(Cl)c(C(F)(F)F)c2)S(C)(=O)=O)CC1
    -3.2, -0.7, 2.2, i, -3.2, -0.2, 2.1, 10.2, 0.0
> O=C(NCCn1cc(SCc2ccc(F)cc2)c2ccccc21)c1ccccc1F
    -6.4, 35.2, -8.3, i, -3.6, -2.8, -1.1, 2.9, /
> CCOc1ccc(/C=N/Nc2cc(N3CCOCC3)nc(C)n2)c(O)c1
    -20.7, 20.7, -1.5, i, 2.2, -5.2, 3.8, 8.6, 3.7
> COc1ccc(-c2cc(CCC(=O)N3CCN(c4cc(C)ccc4C)CC3)on2)cc1
    -12.9, 19.2, 10.2, i, -0.6, -6.3, -5.3, -3.3, 0.8
> Fc1ccc(-c2cn(-c3ccccc3)c3[n+]2CCS3)cc1
    10.0, -5.1, -2.0, i, 1.5, -2.5, 3.7, 1.7, 0.3
> Cc1cc(C)c(NS(=O)(=O)c2ccccc2)c(C)n1
    -5.4, -10.6, 4.1, i, -0.8, -9.0, -0.4, 3.2, 0.6
> CC(=O)c1ccc(OCCCC(=O)NCc2nnc3ccccn23)cc1
    -3.3, -6.5, -5.5, i, -0.7, -1.7, 2.8, -3.6, 0.5
> CCS(=O)(=O)c1ncc(Cl)c(C(=O)Nc2ccc(S(=O)(=O)N(C)c3ccccc3)cc2)n1
    -5.9, 47.3, 3.1, i, -8.2, -12.2, 2.1, -7.1, 1.3
> COCCCNC(=O)CC(NS(=O)(=O)c1ccc(C)cc1)c1ccco1 (configuration not stated)
    11.5, -9.3, -7.2, i, 0.0, -2.5, -1.8, 9.3, -0.8
> O=C(NCc1cccnc1)c1cccc(S(=O)(=O)N2CCOCC2)c1
    -9.5, -8.1, -5.5, i, 0.0, -15.9, -1.9, 3.1, -1.1
> CN(C)CCNC(=S)Nc1ccccc1Cl
    -3.9, -10.7, -15.0, i, 3.3, -2.6, 3.0, 11.2, -0.3
> Cc1ccc2nc(C(F)OC(F)(F)F)[nH]c2c1 (configuration not stated)
    0.3, -10.1, 5.2, i, 0.9, -12.5, 0.6, 7.4, -0.7
> O=C(C1=C(O)C(=O)N(CCN2CCOCC2)C1c1cccnc1)c1cc2ccccc2o1 (configuration not stated)
    -12.0, -5.7, 6.0, i, -2.1, -0.9, -3.8, -1.2, 0.1
> C#CCOCCOCCOCCNc1nc(N2CCN(C(=O)CCCCCCCCCCNC(=O)Cn3cc(CCCCCN)nn3)CC2)nc(N2CCN(C(=O)CCCCCCCCCCNC(=O)[C@H]([C@@H](C)CC)n3cc(CCCCN=C(N)N)nn3)CC2)n1
    11.9, -44.0, 0.4, i, 25.7, -3.7, 15.0*, 14.4, /
> CCC(=O)N1CCc2cc(Br)cc(S(=O)(=O)NCCN3CCCCC3C)c21 (configuration not stated)
    4.6, -5.0, -5.2, i, 0.3, 2.2, 4.5, 7.9, 1.4
> CC(C)c1ccc2[nH]c(O)c(N=NC(=O)c3cccc(S(=O)(=O)Nc4ccc(Cl)cc4)c3)c2c1
    1.2, 0.6, -3.4, i, -0.1, -2.0, -4.2, -1.9, -0.2
> O=C(CN1CCC(c2nc3ccccc3s2)CC1)NCc1cccs1
    -12.9, 0.0, 3.0, i, 5.3, -9.6, 4.0, -8.2, 0.6
> Cc1ccc(/C=N/NC(=O)C(C)NC(=O)c2ccccc2)cc1 (configuration not stated)
    -6.2, -4.7, -1.5, i, -0.4, -6.6, 3.5, -3.4, 0.2
> O=C(O)c1cc(N2C(=O)CCC2=O)ccc1Cl
    -2.1, -2.8, -6.5, i, 4.3, -4.3, -2.9, 5.5, -0.7
> O=C(Cc1cc(C(F)(F)F)cc(C(F)(F)F)c1)Nc1c(-c2ccccc2)[nH][nH]c1=O
    -5.5, /, /, i, -2.7, /, /, -13.8, 0.6
> Nc1nc2c(ncn2[C@@H]2O[C@H](CNCc3ccc(F)c(N4CCOCC4)c3)[C@@H](O)[C@H]2O)c(=O)[nH]1
    -4.3, -5.5, 2.5, i, -0.6, -1.1, 6.5, 6.4, -0.9
> CCC(=O)c1cn(CC(=O)Nc2ccc(F)cc2)c2ccccc12
    5.6, -1.2, -4.0, i, 6.2, 0.4, -1.1, 9.3, 0.6
> CC1=C(C(=O)N2CCCCCC2)CC(CC(=O)NCCc2ccccn2)C(=O)N1Cc1ccccc1 (configuration not stated)
    -5.2, -6.5, -7.3, i, 9.8, 1.5, 1.8, 5.5, -1.6
> CCOc1ccc(OCCCCOc2ccccc2C(C)=O)cc1
    -11.5, 24.3, 5.9, i, -2.0, -2.5, 0.2, 2.6, -0.3
> O=C(CCCCn1c(=O)[nH]c2ccccc2c1=O)N1CCN(c2ncccn2)CC1
    -3.5, -5.3, -4.7, i, -0.1, -1.6, 4.0, -15.3, -0.6
> O=C(Nc1ccccc1Cl)c1ccc(Cl)cc1Cl
    -4.5, -5.5, 3.8, i, 2.7, -10.3, 1.0, 28.7, 1.6
> COc1ccc(CN2C(=O)[C@@H]3Cc4c([nH]c5ccccc45)C(C)(C)N3C2=O)cc1
    -9.5, 21.2, 2.2, i, 1.6, -0.1, 3.8, 5.9, -0.3
> COCC1CCN(C(=O)c2oc3c(F)cccc3c2C)C1 (configuration not stated)
    5.2, -3.1, 5.8, i, -3.5, -0.8, -2.4, 11.3, 0.8
> Cc1cc(/C=N/Nc2ccc([N+](=O)[O-])cn2)c(C)n1-c1ccccc1
    -19.0, -22.5, -5.2, i, 0.1, -1.9, 1.3, -11.6, 2.2
> CCN(C(=O)COc1cc(OC)ccc1C(C)=O)C1CCS(=O)(=O)C1 (configuration not stated)
    -0.8, -5.1, -5.3, i, 2.1, -2.4, -2.0, 16.5, 1.1
